Dynein transport: inhibitors of GR-EGFP nuclear translocation, primary screen, dynein cargo transport inhibitor project, imaging, high-content, 3617.4 mouse cells | AID 1381, 2008 | 220,000 tested, 0.47% active | z-score, hits read low | test concentration mostly 20 µM; stimulated with dexamethasone, 1 µM; active compounds read low;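 active means plate z-score of nuclear minus cytoplasmic receptor signal below a set negative limit, without overly bright fluorescence or cell loss, cut at about -3.5 in these data, passing the limit was not always enough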;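 further: z-score of nuclear minus cytoplasmic ring GR-EGFP intensity difference per well; some compounds called inactive have numbers as strong as hits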
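Buffer or medium: tetracycline-free induction medium containing charcoal-stripped FBS / Reagent: dexamethasone agonist, 1.0 µM final, for 30 min / Technique: automated 10x imaging of fixed Hoechst-stained cells / Times: induction 48 h, compound 1 h, agonist 30 min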
HIV peptide binding: inhibitors of HIV fusion peptide binding, primary screen, biochemical, uHTS, fluorescence dequenching (AID 1986). one-dose inhibition, % at 20 µM; IC50 in µM for titrated hits. cell-free peptide binding, fluorescence dequenching, 30 min; higher % means a stronger effect. 290,000 tested, 0.3% active; in the data active means inhibition mostly above about 52%, no sharp cut-off; inactive means mostly below about 76%; further: some results filed as inactive read as strong as hits
bCat nuc transl: modulators of beta-catenin nuclear translocation, primary screen, imaging, HeLa cells, immunofluorescence, high-content; nuclear translocation activity, % at 5 µM; 190,000 tested, 0.3% active;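 active means nuclear translocation activity above 50% at 5 µM, with a well cell count of 50 or more; inconclusive means wells under 50 cells across six images, flagged as toxic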;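 further: per-cell ratio of nuclear to cytoplasmic median beta-catenin stain intensity; plate controls were DMSO negative control for no effect and GSK-3 inhibitor IX positive control for full effect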
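Read-out: Nuclear/cytoplasmic beta-catenin signal ratio, % activation | Assay system: Human HeLa cell line | Times: 24 h compound exposure at 37°C, 5% CO2 | Signal: Fluorescence imaging of beta-catenin antibody stain plus DAPI | Dosing: 5 µM primary, 0.02–20 µM confirmation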
AID2073: inhibitors of Mint1-CaV2.2 protein interaction, biochemical, HTRF (AID 2073); one-dose inhibition, % at 20 µM; IC50 in µM for titrated hits; Voltage-dependent N-type calcium channel subunit alpha-1B (Homo sapiens); 290,000 tested, 0.19% active; HTRF protein-protein interaction, Mint1-CaV2.2; higher % means a stronger effect; in the data active means inhibition mostly above about 51%, no sharp cut-off; inconclusive means no clear call, values can overlap the other calls; inactive means mostly below about 53%; further: some results filed as inactive read as strong as hits
Autophagy mod: autophagy modulators in MEF cells, primary screen, imaging, high-content, MEF GFP-LC3; calls only at 10 µM (by protocol); MEF GFP-LC3 puncta imaging; test concentration mostly 10 µM; 190,000 tested, 0.98% active;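 active means percentage of spot-positive cells more than 3 SD above its plate mean, without a fluorescence outlier flag or 80% toxicity; inconclusive means no clear call, values can overlap the other calls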;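 further: spot-positive cell cutoff set from DMSO-treated cells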
Insulin prom up: insulin promoter activators in MIN6 cells, imaging, high-content screening, mouse beta cells; AID 1625, 2009; 190,000 tested, 0.3% active; z-score at 5 µM; MIN6 insulin promoter-GFP reporter; active compounds read high;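 active means z-score above 3 at 5 µM with at least 500 cells counted in the well; inconclusive means wells under 500 cells, flagged as cytotoxic or low count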
MT stabilize HCS: microtubule stabilizers in HeLa cells, primary screen, imaging, high-content imaging; % tubulin-high responders, % at 10 µM; HeLa tubulin immunostaining HCS, 24 h; share of cells brighter than vehicle mean+2SD; AID 2205, 2009; 200,000 tested, 0.83% active;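 active means plate Z-score above 3 for both tubulin-high and condensed-nucleus cell shares, with cell loss under 80%, at 10 µM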;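 further: anti alpha tubulin signal scored within the nucleus-defined area of each cell; some results filed as inactive read as strong as hits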
WT yeast gro inh: growth inhibition of WT strain, primary screen, mitochondrial fusion inhibitor project, WT and mutant strains, chemical genetic. mitochondrial fusion phenotypic screen. inhibition, % at 10 µM. 190,000 tested, 2.1% active. AID 1362, 2008; in the data active means inhibition above about 58%; tested in S. cerevisiae
Yfh1-off respiration: enhancers of respiration in Yfh1-depleted yeast, dose response, Friedreich's ataxia, plus single-dose screen (AID 1465); 220,000 tested, 0.074% active; S. cerevisiae Yfh1-off respiration, WST-1 reduction, 72 h; higher fold induction means a stronger effect; fold induction at 50 µM, or EC50 in µM where a hit was titrated;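 active means fold induction of absorbance versus untreated yeast above a set limit, then at least 30% activation at any dose in follow-up; inconclusive means repeats straddling the limit, or above it without dose testing; inactive means fold induction below the set limit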;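 further: activators that raise dye reduction in frataxin-depleted yeast; strong numbers were not always called active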
WT yeast gro inh mutant strain: recorded beside WT yeast gro inh, whose call it bears; inhibition, %; mitochondrial fusion phenotypic screen, mutant strain inhibition
Dynein transport cytoplasmic EGFP: recorded beside Dynein transport, whose call it bears; z-score; measured here: cytoplasmic GR-EGFP intensity; active compounds read high
Dynein transport nuclear GR-EGFP: recorded beside Dynein transport, whose call it bears; z-score; measured here: nuclear GR-EGFP intensity;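 lower value marks the stronger effect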
Dynein transport cell count: further read-out of Dynein transport, marked with its call; z-score; measured here: cell count per field
Insulin prom up cell count: further read-out of Insulin prom up, marked with its call; cell count; measured here: cytotoxicity, nuclei count;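 total cells summed across four imaged fields per well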
bCat nuc transl cell count 5 µM: further read-out of bCat nuc transl, marked with its call; cell count; measured here: cell count, cytotoxicity flag
MT stabilize HCS Hoechst-high %: recorded beside MT stabilize HCS, whose call it bears; % Hoechst-high responders; measured here: nuclear condensation Hoechst responders;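 share of cells brighter than vehicle mean plus two SD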
MT stabilize HCS cytotoxicity %: second read-out of MT stabilize HCS, no call of its own (marks repeat the call); toxicity, %; measured here: cytotoxicity by cell density;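 0% = mean cell density of plate MIN control wells and 100% = no cells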
Autophagy mod cell loss 18 h: also measured in Autophagy mod; calls as there; toxicity, %; measured here: cell loss, nuclei count;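 cell loss after 18 h compound exposure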
Numbers without * were called inactive; i = inactive; ? = inconclusive; nt = no result given; & = joins results of further samples.

SMILES	Dynein transport	Dynein transport cytoplasmic EGFP	Dynein transport nuclear GR-EGFP	Dynein transport cell count	HIV peptide binding	bCat nuc transl	bCat nuc transl cell count 5 µM	AID2073	Autophagy mod	Autophagy mod cell loss 18 h	Insulin prom up	Insulin prom up cell count	MT stabilize HCS	MT stabilize HCS Hoechst-high %	MT stabilize HCS cytotoxicity %	WT yeast gro inh	WT yeast gro inh mutant strain	Yfh1-off respiration
CCCC1(C(=O)OC)NC(c2cc(OC)c(OC)c(OC)c2)C2C(=O)N(CC)C(=O)C21 (stereo not drawn)	0.62	-0.27	0.88	-0.22	2.2%	-1.6	540	-1%	i	2	nt	nt	3.6	2.6	8.0	-6	0	i
CCN(CC)CC(=O)Nc1nc(-c2ccc(Cl)cc2)cs1	-0.05	-0.46	0.15	0.71	1.9%	nt	nt	5%	i	7	-0.77	831	1.3	2.0	13	12	14	i
Cc1cccc(-c2nc(N)nc(N)n2)c1	-0.58	-0.25	0.044	1.6	-1.0%	0.8	1359	-6%	nt	nt	0.06	1084	nt	nt	nt	nt	nt	i
O=C(c1ccccc1)N1CCn2c1nc1ccccc12	-0.77	-0.12	-0.029	0.38	-0.2%	-0.2	927	-10%	i	-7	-0.16	1612	4.3	1.1	6.5	-8	-1	i
O=C(O)c1cccc(N/N=C/c2ccc(F)c(F)c2)c1	1.8	-0.32	0.98	-0.78	12%	-1.2	1070	-1%	i	12	-0.76	1221	5.0	2.9	12	-5	9	i
COc1cc(C(=O)OCCN2CCCCC2)ccc1O	-1.5	-0.38	-0.67	0.28	0.6%	-2.4	989	-6%	i	-1	-0.82	1523	4.4	1.9	9.0	-4	-12	i
Cn1nnc(NC(=O)/C=C/c2ccco2)n1	-0.35	-0.21	-0.057	0.74	-1.8%	-0.5	1344	-22%	nt	nt	0.74	1061	nt	nt	nt	nt	nt	i
N#Cc1c(-c2ccc3c(c2)OCO3)ccn2nc(-c3cccc(C(F)(F)F)c3)nc12	0.86	-0.059	0.75	-0.43	-2.7%	-1.3	1336	44%	i	3	-0.23	1432	i	nt	100	11	0	i
COc1ccc(OC)c(NC(=O)C2=C(C)NC(=O)NC2c2cccs2)c1 (stereo not drawn)	-0.59	-0.21	-0.62	0.24	-2.1%	-1.0	1116	-2%	i	-6	0.21	1131	2.2	1.5	4.7	-3	-9	i
Cc1ccc(NC(=O)c2cc(-n3cnnc3)ccc2Cl)cc1	-0.036	-0.17	0.37	0.38	-1.8%	-1.3	466	2%	i	-7	nt	nt	4.0	1.9	6.5	-3	-6	i
O=C(OCC(=O)c1ccc[nH]1)c1ccc2ccccc2n1	-0.075	-0.26	0.4	0.3	-1.1%	-3.9	1154	29%	i	2	0.02	1256	4.7	3.1	6.3	7	-1	i
O=C1c2ccccc2C(O)(Cc2ccccc2)N1C1CCCCC1 (stereo not drawn)	0.062	-0.24	0.39	-0.12	1.2%	-1.4	1066	5%	i	2	?	nt	2.4	3.2	20	15	3	i
CCOc1ccc(NC(=O)C2CSC(c3ccncc3)=N2)cc1 (stereo not drawn)	-1.2	-0.29	-0.15	0.83	1.2%	-1.6	591	0%	i	15	0.63	1490	6.0	2.5	10	6	1	i
O=C(c1ccc(Cl)cc1)C1CCCN(C(=O)/C=C/c2ccccn2)C1 (stereo not drawn)	-0.54	-0.27	-0.44	0.97	0.6%	-1.1	968	4%	i	20	0.45	1387	4.2	1.9	0.7	10	2	i
O=C(Cn1c(N2CCN(c3ccccc3)CC2)nc2ccccc21)c1ccccc1	0.07	-0.22	0.33	0.57	-0.8%	-0.2	1082	24%	i	-16	0.44	1816	4.6	2.5	7.5	13	4	nt
O=C1CCCN1CN(C(=O)c1ccccc1)c1ccccc1	0.03	0.18	0.61	0.09	-1.6%	2.2	841	6%	i	5	-0.09	1664	5.0	2.9	4.8	-6	-1	i
O=C(O)Cn1c(=S)sc2ccccc21	-0.34	-0.33	0.13	0.82	-1.2%	0.2	1517	10%	i	-1	0.18	1460	nt	nt	nt	-22	-21	i
O=[N+]([O-])c1ccc(Sc2cccc[n+]2[O-])c2nonc12	10	17	9.2	-2.1	7.3%	1.3	971	-90%	nt	nt	?	nt	nt	nt	nt	nt	nt	17µM*
CC(C)CCn1c(N2CCOCC2)nc2c1c(=O)n(CC(N)=O)c(=O)n2C	-0.96	-0.18	-0.28	0.77	-0.9%	-1.1	1156	5%	i	18	0.94	1267	6.3	1.7	7.4	-2	-44	i
CC1Cc2nc(SCC(=O)N3CCOCC3)n(-c3ccccc3)c(=O)c2S1 (stereo not drawn)	-0.68	-0.23	-0.031	1	-2.3%	0.0	1028	6%	i	-8	-0.16	1860	1.9	2.7	10	13	0	i
O=C(NC(=S)Nc1cccc(Cl)c1N1CCCCC1)c1cccs1	0.15	-0.18	-0.26	0.18	4.6%	0.3	1306	-11%	i	18	-0.84	1600	26*	19*	24*	44	20	i
c1cn2cc(-c3ccc4c(c3)OCO4)nc2s1	-1.1	0.13	-0.07	0.076	0.5%	1.7	1420	14%	i	5	-0.46	1548	0.7	4.0	11	79*	67*	i
Cn1cnnc1SC(C(=O)Nc1ccc(F)cc1)c1ccccc1 (stereo not drawn)	-1.3	-0.23	-0.43	0.37	0.3%	nt	nt	0%	i	-5	-1.4	833	1.3	1.2	7.6	-11	-15	i
COc1ccc(-c2cc(=O)c3c(OC)c(OC)c(OC)c(OC)c3o2)cc1OC	0.85	-0.26	0.7	0.23	-1.3%&3.4%	-0.4&-2.1	1039&553	?	i	5	-1.2&-1.4	1318&1135	3.2	2.7	3.0	-2&-1	-5&-16	i
COc1cc(Br)cc2cc(C(=O)OC3CCN(C)CC3)c(=O)oc12	-0.8	-0.16	-0.14	-0.82	nt	nt	nt	nt	i	2	nt	nt	3.1	2.2	4.0	nt	nt	i
Cc1nc2ccccc2c(=O)n1N	-1	1.3	-0.23	0.43	1.4%	-1.3	1184	-7%	i	13	-0.1	1073	6.4	2.0	2.4	-1	4	i
O=[N+]([O-])c1ccc(C[n+]2cc(-c3ccc(Cl)c(Cl)c3)n3c2CCCCC3)cc1	0.27	-0.28	0.11	0.53	-0.9%	-0.2	1295	-12%	nt	nt	1.8	1052	nt	nt	nt	nt	nt	i
COc1ccc(Nc2nnc(SCC(=O)Nc3ccc4[nH]c(=O)[nH]c4c3)s2)cc1	0.29	-0.021	0.39	-0.32	-1.9%	3.4	1027	14%	i	15	-1.1	1318	4.0	1.2	6.6	11	10	i
CCOc1cc(/C=C2/C(=O)ON=C2C)ccc1OCc1ccc(F)cc1	-0.54	-0.17	-0.42	0.36	2.7%	1.2	1291	27%	i	-6	0.25	1515	0.7	1.4	10	4	-3	i
Cc1cccc(CN2CCSc3sccc3C2=O)c1	-0.22	-0.27	0.0052	0.0026	2.3%	1.1	1163	5%	i	4	-0.69	1362	3.2	2.1	8.2	-8	-15	i
O=C(/C=C/c1ccccc1Cl)NCCc1ccc(F)cc1	-0.19	-0.18	-0.0098	-0.67	2.4%	nt	nt	3%	i	6	0.65	1301	0.9	2.5	7.2	14	5	i
COc1ccc(-n2c(C)nc3cc(C(=O)NCCN4CCOCC4)ccc32)cc1	1.1	0.03	0.26	0.12	-1.1%	nt	nt	-1%	i	3	-0.13	934	1.5	0.6	2.3	-15	11	i
CCOC(=O)N1CCN(c2c(N3CCc4ccccc43)c(=O)c2=O)CC1	-0.35	-0.21	-0.018	0.26	-0.7%	nt	nt	14%	i	-3	-0.34	917	5.5	3.0	5.8	-2	6	i
O=[N+]([O-])c1cnccc1Nc1cccc(F)c1	-0.74	-0.27	-0.21	-0.21	2.4%	2.2	616	2%	i	10	nt	nt	2.1	1.9	5.6	-12	5	i
C/C(N)=C(\C#N)C(=O)NCc1ccccn1	-0.72	-0.23	-0.05	0.49	0.5%	-1.7	902	4%	i	2	0.28	1603	3.1	3.0	2.1	-8	1	i
C[C@H](NC(=O)c1ccc(Br)cc1)C(=O)NCc1ccc(S(N)(=O)=O)cc1	-0.15	-0.16	0.48	-0.82	-0.6%	-0.8	930	4%	i	-10	nt	nt	3.3	2.3	4.1	-10	-3	i

3 records drawn at random from the list so far, as already listed:
SMILES	Dynein transport	Dynein transport cytoplasmic EGFP	Dynein transport nuclear GR-EGFP	Dynein transport cell count	HIV peptide binding	bCat nuc transl	bCat nuc transl cell count 5 µM	AID2073	Autophagy mod	Autophagy mod cell loss 18 h	Insulin prom up	Insulin prom up cell count	MT stabilize HCS	MT stabilize HCS Hoechst-high %	MT stabilize HCS cytotoxicity %	WT yeast gro inh	WT yeast gro inh mutant strain	Yfh1-off respiration
O=C(NC(=S)Nc1cccc(Cl)c1N1CCCCC1)c1cccs1	0.15	-0.18	-0.26	0.18	4.6%	0.3	1306	-11%	i	18	-0.84	1600	26*	19*	24*	44	20	i
CCOc1cc(/C=C2/C(=O)ON=C2C)ccc1OCc1ccc(F)cc1	-0.54	-0.17	-0.42	0.36	2.7%	1.2	1291	27%	i	-6	0.25	1515	0.7	1.4	10	4	-3	i
COc1ccc(-c2cc(=O)c3c(OC)c(OC)c(OC)c(OC)c3o2)cc1OC	0.85	-0.26	0.7	0.23	-1.3%&3.4%	-0.4&-2.1	1039&553	?	i	5	-1.2&-1.4	1318&1135	3.2	2.7	3.0	-2&-1	-5&-16	i

Assay outcomes (PubChem)
